HTR2A ag = mouse HTR2A agonism via beta-arrestin recruitment; P35363; CHO-K1 mHTR2A beta-arrestin complementation, luminescence; percent of 30 µM serotonin response; activation, % at 7.6 µM; hit rate 0.66% among 360,000; AID 624169;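 active means activation above a run cutoff, the mean activation of all tested compounds plus 3 SD, cut at about 14% in these data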;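 further: 0% = plate median of compound wells and 100% = 30 µM serotonin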
MC4R barr agon = agonists of human melanocortin 4 receptor (MC4R) beta-arrestin; hit rate 0.98% among 360,000; U2OS MC4R beta-arrestin complementation, luminescence; percent of melanotan II response, DMSO zero; P32245; activation, % at 8.9 µM;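 active means activation above a per-plate cutoff, the mean activation of sample wells on that plate plus 3 SD, cut at about 8% in these data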
TLR9-MyD88 block = blocks human TLR9 binding to MyD88; hit rate 0.21% among 340,000; Q9NR96+Q99836; CHO BLA complementation TLR9-MyD88, CCF4 FRET ratio; inhibition, % at 4.98 µM;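 active means inhibition above the mean over all tested compounds plus 3 SD, cut at about 21% in these data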;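 further: 0% = DMSO only wells and 100% = clavulanate BLA inhibitor control wells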
ABCB6 inh 2 = blocks the human ABCB6 transporter; K562-ABCB6 porphyrin accumulation, flow cytometry, 1 h; active compounds read low; hit rate 0.19% among 360,000; AID 602162; fluorescence ratio to DMSO, % at 10 µM; Q9NP58;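 active means fluorescence ratio to DMSO below 75%, the collection mean minus 3 SD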;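 further: signal is porphyrin accumulated inside mitochondria; 100% equals median channel fluorescence of DMSO control wells; lower ratio means ABCB6 inhibition with less porphyrin fluorescence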
H9c2 protect = protects H9c2 cardiomyocytes from peroxide injury | hit rate 0.63% among 360,000 | protection from H2O2 cell death, % at 20 µM | AID 588492 | H2O2 injury protection, ATPLite, 2 h;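 active means compounds giving at least 50% protection of heart cells from peroxide-induced death in the single-dose screen, raw or plate-pattern-corrected value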;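 further: 0% = DMSO wells with peroxide and 100% = DMSO wells without peroxide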
MC4R antag cAMP = human MC4R antagonism in cAMP assay. MC4R-expressing cells, MTII-stimulated cAMP, LANCE TR-FRET. inhibition, % at 6.5 µM. hit rate 0.48% among 360,000;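 active means inhibition above its plate's cutoff, the mean of tested wells on that plate plus 3 SD, cut at about 29% in these data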;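 further: 0% = Melanotan II alone and 100% = Melanotan II plus saturating MCL0020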
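system = U2OS cells with stable human MC4R expression | also added = Melanotan II challenge after compound preincubation | dosing = one concentration, 6.5 µM nominal | incubation = compound 30 min, challenge 1 h, detection 1 h | measured by = TR-FRET with Eu-cAMP and labeled anti-cAMP, 671 nm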
NOD2-RIPK2 inh = blocks binding of human NOD2 to RIPK2; hit rate 0.38% among 360,000; O43353; inhibition, % at 4.98 µM; CHO BLA complementation NOD2-RIPK2, CCF4 ratio; in the data active means inhibition above about 21%;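 further: 0% = vehicle only and 100% = reference blocker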
NCOA2 inhibitor = inhibits human steroid receptor coactivator 2. AID 651957. HEK293 GAL4-SRC2 luciferase reporter, luminescence. hit rate 0.17% among 370,000. inhibition, % at 9 µM. Q15596;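 active means inhibition above the mean inhibition of all tested compounds plus 3 SD, set per campaign, cut at about 52% in these data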;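 further: 0% = DMSO treated cells and 100% = cells given Gossypol at 36 µM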
Glyco luc inh = blocks N-linked glycosylation in D54 reporter cells | reporter increase, % at 12.5 µM | D54 ERlucT glycosylation luciferase reporter, 24 h; percent of 100 nM tunicamycin response | hit rate 0.23% among 360,000;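 active means mean luciferase reporter signal, scaled so untreated is 0 and the glycosylation-blocking control 100, at or above a set limit in every replicate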;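 further: luciferase carries N-glycosylation sites so blocking glycosylation raises the light; 0% = median of neutral control wells and 100% = median of 100 nM tunicamycin wells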
ABHD5-PLIN5 inh = ABHD5-PLIN5 protein interaction inhibition; Q00G26+Q8WTS1; Split G. princeps luciferase complementation, luminescence, 4 h; inhibition, % at 4 µM; hit rate 0.78% among 360,000; AID 602281;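 active means inhibition above the mean inhibition across every tested compound plus 3 SD, cut at about 22% in these data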;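 further: 0% = DMSO only wells and the 100% control is not disclosed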
Target sequence (Q00G26 whole entry, looked up): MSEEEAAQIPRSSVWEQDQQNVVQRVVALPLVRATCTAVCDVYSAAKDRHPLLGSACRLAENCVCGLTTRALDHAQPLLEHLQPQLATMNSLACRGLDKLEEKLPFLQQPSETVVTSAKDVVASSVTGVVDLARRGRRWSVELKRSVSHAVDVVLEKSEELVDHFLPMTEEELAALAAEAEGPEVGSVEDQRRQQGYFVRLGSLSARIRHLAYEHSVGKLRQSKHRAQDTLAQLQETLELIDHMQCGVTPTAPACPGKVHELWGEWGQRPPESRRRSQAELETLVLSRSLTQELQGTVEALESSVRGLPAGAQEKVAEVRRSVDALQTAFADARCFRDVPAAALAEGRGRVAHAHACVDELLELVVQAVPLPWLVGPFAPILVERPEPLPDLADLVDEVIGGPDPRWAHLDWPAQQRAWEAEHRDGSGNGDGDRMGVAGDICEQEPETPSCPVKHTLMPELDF
Target sequence (Q8WTS1 whole entry, looked up): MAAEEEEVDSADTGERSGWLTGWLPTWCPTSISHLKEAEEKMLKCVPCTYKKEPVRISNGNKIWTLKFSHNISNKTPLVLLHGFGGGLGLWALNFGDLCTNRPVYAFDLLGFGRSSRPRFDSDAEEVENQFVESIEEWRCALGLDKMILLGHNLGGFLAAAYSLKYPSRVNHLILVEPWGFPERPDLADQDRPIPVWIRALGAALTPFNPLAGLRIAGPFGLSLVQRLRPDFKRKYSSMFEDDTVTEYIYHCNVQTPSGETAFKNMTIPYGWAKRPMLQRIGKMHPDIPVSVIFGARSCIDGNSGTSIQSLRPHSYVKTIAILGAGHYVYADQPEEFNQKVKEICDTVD
* = called active by the depositor; / = not tested or not shown. The list is partial, so the mix of outcomes need not match the whole.

SMILES | HTR2A ag | MC4R barr agon | TLR9-MyD88 block | ABCB6 inh 2 | H9c2 protect | MC4R antag cAMP | NOD2-RIPK2 inh | NCOA2 inhibitor | Glyco luc inh | ABHD5-PLIN5 inh
CS(=O)(=O)Nc1ccc(C2=NN(S(C)(=O)=O)C(c3ccc4nccnc4c3)C2)cc1 (stereo not given) | 1 | -3.3 | 5 | 157 | 10 | 5 | 1 | -8 | -2 | -1
CCOC(=O)c1cc(CC)sc1/N=C/C1=C(O)CCCC1=O | 0 | -2.3 | -2 | 100 | 0 | 3 | 3 | -7 | 0 | 12
NCCCCCc1cn([C@@H](CO)C(=O)NCCCCCCCCCCC(=O)N2CCNCC2)nn1 | 6 | 0.1 | 1 | 99 | 6 | -1 | 3 | -5 | -1 | 2
O=C(Nc1ccnn1C1CCN(CC2CC=CCC2)CC1)c1ccccc1Cl (stereo not given) | -1 | -0.5 | 0 | 102 | -1 | 7 | 3 | -14 | -3 | 7
CCn1nc(C)c(CNC(=O)CC2C(=O)NCCN2CC(C)(C)C)c1C (stereo not given) | -1 | -0.1 | -2 | 95 | -3 | 18 | -8 | 1 | 3 | -1
Cc1onc(-c2c(Cl)cccc2Cl)c1C(=O)NN1CCCCCC1 | 8 | -0.8 | -6 | 97 | 1 | 0 | -3 | -7 | 1 | 1
CC1CCCN(C(=O)C2CCN(c3nc(-c4ccccc4)nc4c3CCC4)CC2)C1 (stereo not given) | 2 | -4.5 | -12 | 100 | -2 | 5 | -7 | 18 | -3 | -4
Cc1ccc(S(=O)(=O)N2CCN(C(=O)C3CCCC3)CC2)cc1C | 12 | 1.2 | -5 | 100 | -2 | 8 | -6 | 7 | -3 | 12
Cc1cc(/C=C(\C#N)C(=O)NCc2ccco2)c(C)n1C1CCCC1 | -2 | -2.1 | 0 | 97 | -3 | 2 | -4 | -33 | 0 | -5
COc1ccccc1CN(C)C(=O)c1cccc(S(=O)(=O)N2CCCc3ccccc32)c1 | -11 | -4.7 | 0 | 86 | 9 | 10 | 9 | -7 | -5 | -2
COc1ccccc1OCCNC(=O)c1cccs1 | 0 | -0.1 | -6 | 98 | 0 | -3 | -4 | -47 | 1 | -4
COc1ccc(OC)c(S(=O)(=O)NCCO)c1 | -2 | 0.6 | 2 | 92 | 0 | 5 | -4 | 2 | -1 | -1
O=CNn1cnc2c(oc3nc(-c4ccccc4)cc(-c4ccco4)c32)c1=O | -1 | 0.3 | -3 | 95 | -1 | 0 | -10 | -9 | -3 | 6
CN1CCN(c2nc3ccccn3c(=O)c2C=C(C#N)C#N)CC1 | -6 | -1.3 | 20 | 99 | 2 | -1 | -11 | 12 | -1 | 3
COC(=O)c1ccc(NC(=O)CSc2nnc(COc3ccc4c(c3)CCCC4)o2)cc1 | 1 | -0.6 | -2 | 104 | 1 | 9 | 3 | -2 | 1 | 8
CCCCCCCOC(=O)c1nc(Cl)c(Cl)c(N)c1Cl | -5 | 2.4 | -5 | 104 | -19 | -7 | 3 | 0 | 0 | -8
Cc1ccc(S(=O)(=O)N(C)C)cc1NC(=O)CN1C(=O)NC2(CCc3ccccc32)C1=O (stereo not given) | 8 | 2.2 | -5 | 103 | -4 | 0 | -7 | 12 | 1 | 3
Clc1cccc(CSc2nnc(-c3sccc3-n3cccc3)o2)c1 | 5 | -0.6 | -5 | 95 | -20 | -1 | 0 | 3 | -6 | -16
Cc1nonc1NC(=O)CSc1ccccn1 | 1 | -0.8 | 14 | 95 | 1 | 4 | 3 | 2 | 3 | 0
CN(Cc1ccccc1)c1ncnc2ccc(Br)cc12 | -3 | 0.2 | 9 | 90 | -25 | 4 | -4 | / | -8 | -4
CC1CC(C)(C)N(C(=O)NC2CCCCC2)c2ccccc21 (stereo not given) | -3 | -0.1 | 0 | 102 | 1 | -4 | 0 | -14 | -1 | 5
NC(=O)c1ccc(NC(=O)CSc2nnc(C3CC3)n2C2CC2)cc1 | 6 | -0.7 | 4 | 94 | 4 | -4 | -8 | 9 | 1 | 5
C/C(=N\Nc1ccccn1)c1cccs1 | 1 | -0.2 | 6 | 97 | -7 | 4 | 5 | -43 | -3 | -6
O=C(NNS(=O)(=O)c1ccc(F)cc1)C1CC(c2cccnc2)=NO1 (stereo not given) | 0 | -2.3 | -11 | 100 | 3 | 5 | 3 | 16 | 1 | -7
COc1ccc(NC(=O)C23CC4CC(C2)CC(n2cnc(Br)n2)(C4)C3)c(C)c1 | -2 | -0.2 | 7 | 98 | -13 | -7 | 2 | -26 | -1 | 3

An excerpt of the results above, as a working copy:
SMILES | HTR2A ag | MC4R barr agon | TLR9-MyD88 block | ABCB6 inh 2 | H9c2 protect | MC4R antag cAMP | NOD2-RIPK2 inh | NCOA2 inhibitor | Glyco luc inh | ABHD5-PLIN5 inh
CS(=O)(=O)Nc1ccc(C2=NN(S(C)(=O)=O)C(c3ccc4nccnc4c3)C2)cc1 (stereo not given) | 1 | -3.3 | 5 | 157 | 10 | 5 | 1 | -8 | -2 | -1
CCOC(=O)c1cc(CC)sc1/N=C/C1=C(O)CCCC1=O | 0 | -2.3 | -2 | 100 | 0 | 3 | 3 | -7 | 0 | 12
NCCCCCc1cn([C@@H](CO)C(=O)NCCCCCCCCCCC(=O)N2CCNCC2)nn1 | 6 | 0.1 | 1 | 99 | 6 | -1 | 3 | -5 | -1 | 2
O=C(Nc1ccnn1C1CCN(CC2CC=CCC2)CC1)c1ccccc1Cl (stereo not given) | -1 | -0.5 | 0 | 102 | -1 | 7 | 3 | -14 | -3 | 7
CCn1nc(C)c(CNC(=O)CC2C(=O)NCCN2CC(C)(C)C)c1C (stereo not given) | -1 | -0.1 | -2 | 95 | -3 | 18 | -8 | 1 | 3 | -1
Cc1onc(-c2c(Cl)cccc2Cl)c1C(=O)NN1CCCCCC1 | 8 | -0.8 | -6 | 97 | 1 | 0 | -3 | -7 | 1 | 1
CC1CCCN(C(=O)C2CCN(c3nc(-c4ccccc4)nc4c3CCC4)CC2)C1 (stereo not given) | 2 | -4.5 | -12 | 100 | -2 | 5 | -7 | 18 | -3 | -4
Cc1ccc(S(=O)(=O)N2CCN(C(=O)C3CCCC3)CC2)cc1C | 12 | 1.2 | -5 | 100 | -2 | 8 | -6 | 7 | -3 | 12
Cc1cc(/C=C(\C#N)C(=O)NCc2ccco2)c(C)n1C1CCCC1 | -2 | -2.1 | 0 | 97 | -3 | 2 | -4 | -33 | 0 | -5
COc1ccccc1CN(C)C(=O)c1cccc(S(=O)(=O)N2CCCc3ccccc32)c1 | -11 | -4.7 | 0 | 86 | 9 | 10 | 9 | -7 | -5 | -2
COc1ccccc1OCCNC(=O)c1cccs1 | 0 | -0.1 | -6 | 98 | 0 | -3 | -4 | -47 | 1 | -4

More structures:
SMILES | HTR2A ag | MC4R barr agon | TLR9-MyD88 block | ABCB6 inh 2 | H9c2 protect | MC4R antag cAMP | NOD2-RIPK2 inh | NCOA2 inhibitor | Glyco luc inh | ABHD5-PLIN5 inh
Cc1ccc(-c2nc(CN3CCN(C(=O)C4CCCO4)CC3)cs2)cc1 (stereo not given) | 4 | -0.3 | -6 | 95 | -7 | 7 | -4 | 29 | -1 | -1
O=C1CC(c2ccco2)c2ccc3ccccc3c2N1 (stereo not given) | 1 | -1.4 | -2 | 103 | -1 | -2 | -6 | -20 | 0 | -1
NC(=O)c1ccc(NS(=O)(=O)c2ccc3ccccc3c2)cc1 | 1 | -1.9 | -6 | 96 | -8 | 6 | 1 | 9 | 2 | 2
CC1CC(C)CN(CCCNC(=O)c2nn(C)c3c2CS(=O)(=O)c2ccccc2-3)C1 (stereo not given) | -3 | -2.7 | -11 | 100 | 2 | -1 | 1 | 9 | -1 | 2
COc1ccc(C2=NN(C(=O)CSc3nc(=O)n4ccc(C)cc4n3)C(c3ccc(C)cc3)C2)cc1 (stereo not given) | -9 | -2.3 | -6 | 95 | -9 | 2 | -1 | -16 | -1 | 0
COc1ccc(CN(C)C(C)C(=O)Nc2cccc3ccccc23)cc1 (stereo not given) | -13 | 3.3 | -9 | 100 | -4 | 11 | -8 | -2 | -1 | -5
O=C(COC(=O)C1CC1)Nc1ccc(Cl)cc1Cl | 4 | 1.1 | -3 | 102 | -2 | 18 | -11 | -23 | -1 | -1
CCOC(=O)N1CCc2c(sc(NC(C)=O)c2C(N)=O)C1 | -2 | -0.7 | 5 | 95 | 6 | 9 | -2 | -3 | 0 | 15
NC(=O)C1CCN(S(=O)(=O)c2cc3c4c(c2)CCN4C(=O)CC3)CC1 | 10 | -0.1 | 4 | 99 | -2 | 0 | -5 | 7 | 1 | -9
COC(=O)c1ccc(/C=C/c2c(-c3ccc(OC)cc3)oc3ccc(N4CCOCC4)cc23)cc1 | 1 | -0.5 | 7 | 100 | -4 | 2 | -2 | 2 | -4 | -4
CC(CCN(C)C)OC(=O)c1ccc(C(C)c2ccccc2)o1 (stereo not given) | -9 | -2.0 | 2 | 100 | 2 | 9 | -12 | -2 | -5 | 1
CN(C)c1ccc(C(CNS(=O)(=O)c2ccc3ccccc3c2)c2c[nH]c3ccccc23)cc1 (stereo not given) | -2 | -1.7 | 4 | 98 | 2 | 10 | -13 | -11 | -1 | 1
Cc1ccc(/C=N\NC(=O)Cn2nnc3ccccc32)o1 | 2 | 1.1 | 0 | 98 | 6 | 13 | -6 | -13 | -1 | 5
N#CCSc1nnc(C2CCCCC2)n1Cc1ccccc1 | 1 | 0.1 | -5 | 99 | 6 | 4 | 0 | -2 | 1 | -2
CC[C@@]1(C(=O)OC)N[C@H](CN(C)C(=O)c2ccc(C(C)(C)C)cc2)[C@@H]2C(=O)N(Cc3ccccc3)C(=O)[C@@H]21 | 4 | -0.7 | -1 | 93 | 13 | 12 | -2 | 4 | -4 | 7
CCN(C(=O)c1ccc2c(Cl)c3c(nc2c1)CCC3)c1ccc(C)c(C)c1 | -4 | 2.6 | -3 | 95 | -1 | 1 | -1 | 30 | -5 | -7
CC(=O)NCCNc1ccc([N+](=O)[O-])cn1 | 7 | 0.0 | 10 | 95 | 3 | 5 | -18 | 3 | 0 | -4
CC(C)C(=O)N(c1cc2sc(=O)oc2c2ccccc12)S(=O)(=O)c1cccs1 | 5 | 2.2 | 9 | 103 | -4 | -2 | -18 | -29 | 7 | 68*
CCC(=O)N1CCN(c2nc(-c3ccccc3)c3c(c2C#N)CCCC3)CC1 | -10 | -1.8 | -6 | 101 | 4 | 11 | 0 | 24 | -2 | -2
CCN(Cc1cnn(C)c1)C(=O)c1cc(COc2ccc(F)cc2F)on1 | -7 | -2.1 | 5 | 99 | -4 | 6 | -9 | -25 | 2 | -2
Cc1cc(NC(=O)c2ccc(S(=O)(=O)N(C)CC3CCCO3)cc2)no1 (stereo not given) | 5 | -1.1 | 8 | 97 | -1 | 0 | 0 | -22 | 1 | -7
CC(=O)c1cccc(NC(=S)NC(=O)Cc2ccc(Cl)cc2)c1 | 2 | 3.4 | -4 | 103 | -4 | 7 | -4 | 11 | 0 | 2
